# Assay outcomes as filed in PubChem BioAssay.
# Dynein transport: dynein cargo transport inhibition. AID 1381. hit rate 0.47% among 220,000. z-score, hits read low. 3617.4 mouse cells, GR-EGFP nuclear translocation imaging; test concentration mostly 20 µM; stimulated with dexamethasone, 1 µM; stronger effect = lower value;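 active = plate z-score of nuclear minus cytoplasmic receptor signal below a set negative limit, without overly bright fluorescence or cell loss, cut at about -3.5 in these data, passing the limit was not always enough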;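 note: z-score of nuclear minus cytoplasmic ring GR-EGFP intensity difference per well; some compounds called inactive have numbers as strong as hits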
#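 medium = tetracycline-free induction medium containing charcoal-stripped FBS | probe or stimulus = dexamethasone, 1.0 µM final | timing = 48 h induction, then 1 h compound, then 30 min agonist, 37 °C | detection = automated 10x imaging of fixed Hoechst-stained cells | read-out basis = nuclear versus cytoplasmic GR-EGFP signal, averaged per well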
# M1AAP inhibition: P. falciparum M1AAP inhibitors, biochemical, fluorogenic H-Leu-NHMec substrate, 1536-well (AID 1445) | recombinant M1AAP, H-Leu-NHMec fluorogenic kinetic assay; higher % means a stronger effect | inhibition, % at 30 µM; hits with a dose series show IC50 in µM | hit rate 0.42% among 220,000;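 active = primary inhibition above the hit cutoff, then over 50% inhibition at one or more dose response concentrations, cut at about 23% in these data, passing the limit was not always enough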;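 note: plate controls were DMSO full reaction for no effect and no enzyme background for full effect; strong numbers were not always called active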
# AID2073: inhibitors of Mint1-CaV2.2 protein interaction, biochemical, HTRF (AID 2073); HTRF protein-protein interaction, Mint1-CaV2.2; higher % means a stronger effect; inhibition, % at 20 µM; hits with a dose series show IC50 in µM; hit rate 0.19% among 290,000; in the data active = inhibition mostly above about 51%, no sharp cut-off; note: some results filed as inactive read as strong as hits
# human PMI inhibitors: human PMI inhibitors, high substrate, primary screen, biochemical, fluorescence intensity, high mannose 6-phosphate (AID 1220); recombinant PMI enzyme, coupled fluorescence intensity; higher % means a stronger effect; inhibition, % at 20 µM; hits with a dose series show IC50 in µM; hit rate 0.66% among 190,000
# LYP inhibition: inhibitors of LYP phosphatase, biochemical, fluorescence intensity, uHTS (AID 1779); inhibition, % at 11.5 µM; hits with a dose series show IC50 in µM; hit rate 0.054% among 290,000; recombinant LYP phosphatase, fluorescence intensity; higher % means a stronger effect;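 note: plate controls were vehicle with enzyme for no effect and no enzyme for full effect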
# P. falciparum M17LAP: P. falciparum M17LAP inhibitors, primary screen, biochemical, fluorogenic H-Leu-NHMec substrate, 1536-well (AID 1619); recombinant M17LAP, H-Leu-NHMec fluorogenic kinetic assay; higher % means a stronger effect; hit rate 0.38% among 220,000; inhibition, % at 30 µM; hits with a dose series show IC50 in µM;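 active = compound inhibiting the enzyme by more than half at any dose during confirmatory dose-response retesting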;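 note: plate controls were full reaction with DMSO carrier for no effect and no enzyme background for full effect; strong numbers were not always called active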
# Siah-1 displacement: blockers of Siah-1 interaction with plectin peptide – biochemical, fluorescence polarization, rhodamine-plectin, uHTS, primary screen (AID 1817). Siah-1 / rhodamine-plectin peptide fluorescence polarization; higher % means a stronger effect. one-dose displacement, % at 20 µM; IC50 in µM for titrated hits. hit rate 0.02% among 290,000;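 active = displacement of at least 50% at 20 µM, with a fluorescence ratio check between 0.3 and a set limit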;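 note: plate controls were Siah plus tracer with DMSO for no effect and tracer alone without Siah for full effect; strong numbers were not always called active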
# XIAP displacement: small molecules displacing peptide from XIAP – biochemical, IAP family, fluorescence polarization (AID 1018) | XIAP BIR domain, fluorescence polarization peptide displacement; higher % means a stronger effect | displacement, % at 20 µM; hits with a dose series show IC50 in µM | hit rate 0.007% among 200,000; in the data active = displacement above about 50%; note: a part of the inactive calls stands beside numbers as strong as those of hits
# PMI inhibitors: MPI enzyme activity inhibition – biochemical, fluorescence intensity, coupled assay, primary screen (AID 1209); purified PMI enzyme, coupled fluorescence intensity; higher % means a stronger effect; inhibition, % at 20 µM; hits with a dose series show IC50 in µM; hit rate 0.42% among 190,000;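 note: plate controls were DMSO vehicle for no effect and wells lacking substrate for full effect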
# Dynein transport cytoplasmic EGFP: further read-out of Dynein transport, marked with its call; z-score; measured here: cytoplasmic GR-EGFP intensity; stronger effect = higher value
# Dynein transport nuclear GR-EGFP: further read-out of Dynein transport, marked with its call; z-score; measured here: nuclear GR-EGFP intensity;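 lower value marks the stronger effect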
# Dynein transport cell count: also measured in Dynein transport; calls as there; z-score; measured here: cell count per field
# Active calls of the source: *; / = not tested or not shown. Cut-off read from the data, not from the text of the source, unless noted: active = inhibition above about 50%; inactive = the rest.
SMILES,Dynein transport,Dynein transport cytoplasmic EGFP,Dynein transport nuclear GR-EGFP,Dynein transport cell count,M1AAP inhibition,AID2073,human PMI inhibitors,LYP inhibition,P. falciparum M17LAP,Siah-1 displacement,XIAP displacement,PMI inhibitors
Fc1ccc2nc(N3CCCC3)sc2c1,1.6,-0.17,1.4,-2.1,-1%,-2%,10%,-4%,-6%,8%,-6.8%,8%
CC(=O)C(Cl)C(=O)Nc1ccccc1 (stereo unspecified),-4.2*,0.46*,-1.6*,0.04*,2%,16%,-21%,-4%,2%,3%,2.7%,-31%
Fc1ccccc1CN(CCN1CCOCC1)C(=S)Nc1ccccc1Cl,0.56,-0.23,-0.073,0.51,2%,-1%,18%,-6%,3%,6%,-9.6%,13%
CCc1c(C#N)c(SCCC(=O)Nc2cccc(OC)c2)nc2c1C(=O)CC(C)(C)C2,0.71,0.22,0.87,-1.3,10%,-3%,15%,2%,8%,0%,0.3%,13%
COc1cc(OC)c(/C=N/NC(=O)Cn2nc([N+](=O)[O-])cc2C)c(OC)c1,1.5,-0.14,1.3,-1.9,8%,14%,/,2%,-10%,3%,/,/
O=C(/C=C/c1ccco1)Nc1ccc(Oc2ccccc2)cc1,-0.44,-0.16,0.21,1.1,-2%,0%,12%,2%,15%,3%,-0.6%,22%
COc1ccc(S(=O)(=O)N(C)CC(=O)Nc2ccc(C)cc2)cc1OC,3.1,-0.17,2.2,-1.6,2%,0%,10%,7%,-3%,-1%,-5.0%,9%
Cc1ccc(S(=O)(=O)N2CCOCC2)cc1NC(=O)CNCC1CCCCC1,0.18,-0.25,0.38,0.53,0%,0%,-11%,-5%,-3%,4%,-3.4%,1%
COc1ccc(C=NC(CO)C(O)c2ccc([N+](=O)[O-])cc2)cc1 (stereo unspecified),2.1,0.15,0.61,-1.2,9%,10%,5%,-9%,-2%,-6%,-2.1%,6%
C=CCn1c(N)c(S(=O)(=O)c2cccs2)c2nc3ccccc3nc21,-0.53,-0.34,0.033,-0.036,21%,22%,6%,-23%,-106%,-4%,-3.1%,18%
Cc1ccc(C2C(C#N)=C(N)Oc3c2oc(CO)cc3=O)o1 (stereo unspecified),/,/,/,/,9%,26%,39%,-7%,53%,-7%,-1.1%,0%
Cc1cccc(NC2=NC3(CCCCC3)N=C(N)N2)c1C,-0.83,-0.18,-0.33,0.6,16%,24%,4%,-4%,-6%,2%,-4.0%,0%
O=C(CN1CCCc2ccccc21)N/N=C/c1ccccc1O,0.98,-0.17,0.63,0.11,-4%,-2%,-5%,-2%,-12%,4%,-4.8%,13%
C(=N\Nc1nc(N2CCCCC2)nc(N2CCCCC2)n1)/c1c[nH]c2ccccc12,-0.35,-0.13,-0.44,0.7,2%,11%,15%,7%,-5%,-7%,1.8%,17%
CCN(CC)CC(=O)NCC1(c2ccccc2)CCOCC1,-0.31,-0.033,0.14,-0.041,0%,8%,1%,-8%,-3%,-2%,-5.6%,8%
CC[n+]1c(/C=C/Nc2ccccc2)oc2ccccc21,-0.12,-0.15,-0.33,0.53,18%,-9%,6%,-8%,11%,4%,-3.7%,2%
CC(=O)c1c(C)[nH]c(C(=O)CSc2nnc(-c3ccccc3)n2Cc2ccc3c(c2)OCO3)c1C,0.45,-0.088,0.27,0.68,-9%,-5%,7%,-6%,0%,4%,-1.3%,9%
COc1ccc(C(=O)/C=C/c2ccc(N(C)C)cc2)c(OC)c1,-0.047,0.76,0.27,0.23,8%,28%,/,4%,8%,4%,/,/
CC(C)(C)NC(=O)CCC1COc2ccccc2O1 (stereo unspecified),-0.74,-0.22,-0.2,1.2,-1%,-6%,-3%,-4%,6%,3%,-2.1%,0%
N#Cc1c(Cn2cncn2)nc(=O)n(-c2ccc(Cl)cc2)c1N,1,-0.083,0.89,-0.48,-1%,-4%,26%,-4%,1%,2%,-7.3%,6%
O=C(CCc1c[nH]c2ccccc12)NCc1ccco1,-0.42,-0.28,0.18,0.038,5%,16%,-6%,-12%,11%,1%,-3.6%,5%
CCOC(=O)N1CCN(Cc2nc3c(c(=O)n(C)c(=O)n3C)n2Cc2ccc(F)cc2)CC1,-0.34,-0.27,-0.11,0.28,-6%,-4%,10%,-7%,-9%,-4%,-4.7%,11%
CCOC(=O)/C=c1\s/c(=C\c2ccc3c(c2)OCCO3)c(=O)n1CC(=O)NCC1CCCO1 (stereo unspecified),-0.61,-0.22,-0.3,2.2,13%,14%,14%,2%,-6%,0%,-14%,-4%
Cc1cccc(OCc2nnc(SCC(=O)c3cccs3)n2C)c1C,-0.29,-0.13,0.028,0.14,6%,-9%,12%,0%,2%,1%,-2.3%,10%
OCCC1CN(Cc2nc3c(s2)CCCC3)CCN1Cc1ccsc1 (stereo unspecified),-0.27,-0.26,0.34,0.34,/,25%,-3%,-10%,/,5%,-2.9%,-3%
Cc1nc2ccc(C(C(F)(F)F)(C(F)(F)F)C(F)(F)F)cc2[nH]1,-0.21,-0.27,-0.32,-0.11,0%,8%,14%,2%,2%,1%,-3.9%,12%
CCOC(=O)c1sc2nc(C)c([N+](=O)[O-])c(COC)c2c1N,-0.37,-0.31,0.095,0.12,5%,-8%,6%,-2%,1%,0%,-2.9%,8%
Cc1ccc(CNc2nc(-c3cccs3)nc3ccccc23)cc1,0.19,-0.22,0.14,-0.082,1%,30%,7%,-2%,3%,6%,-4.4%,9%
O=C(c1ccc([N+](=O)[O-])cc1)n1nc(-c2ccccc2)nc1NCc1ccc(F)cc1,-0.67,-0.25,-0.34,0.45,2%,-4%,0%,6%,23%,-6%,0.9%,6%
O=C(CCOc1ccccc1)Nc1cccc(S(=O)(=O)Nc2ccccc2Cl)c1,-0.0028,-0.26,0.16,0.49,17%,1%,13%,2%,20%,1%,-7.0%,17%
O=C(CN(C(=O)Cn1nnc(-c2cccs2)n1)c1cnc2ccccc2c1)NCC1CCCO1 (stereo unspecified),-1.2,-0.12,-0.29,1,3%,-9%,12%,-13%,10%,1%,-8.4%,-7%
O=C1CCC(=O)N1c1nc2nc(-c3ccccc3)cc(-c3ccccc3)n2n1,-0.47,-0.24,0.07,0.45,9%,8%,18%,-1%,-7%,0%,-5.9%,42%
CCc1nnc(NS(=O)(=O)c2ccc(NC(=S)NC(=O)c3ccc(OC)cc3)cc2)s1,0.6,-0.19,0.79,-0.6,60µM*,-10%,16%,5%,51%,10%,-4.5%,30%
COCCNc1oc(-c2ccc(C)cc2)nc1C#N,0.047,-0.21,0.36,0.21,19%,21%,-5%,-11%,-14%,-1%,-4.8%,2%
Cn1c(N2CCOCC2)nc2c1c(=O)n(Cc1ccc(Cl)c(Cl)c1)c(=O)n2C,-0.29,-0.19,-0.19,-1.7,9%,-10%,18%,2%,-2%,-4%,-5.4%,20%
CCC(=O)NC(Nc1sc2c(c1C(=O)OC)CCN(C)C2)(C(F)(F)F)C(F)(F)F,0.003,-0.24,0.4,-0.42,-2%,4%,-1%,-11%,15%,-10%,2.6%,4%

# Single records (already shown). Screens in order: Dynein transport, Dynein transport cytoplasmic EGFP, Dynein transport nuclear GR-EGFP, Dynein transport cell count, M1AAP inhibition, AID2073, human PMI inhibitors, LYP inhibition, P. falciparum M17LAP, Siah-1 displacement, XIAP displacement, PMI inhibitors
# `C=CCn1c(N)c(S(=O)(=O)c2cccs2)c2nc3ccccc3nc21` is listed with -0.53, -0.34, 0.033, -0.036, 21%, 22%, 6%, -23%, -106%, -4%, -3.1%, 18%
# `COc1ccc(C=NC(CO)C(O)c2ccc([N+](=O)[O-])cc2)cc1` (stereo unspecified) is listed with 2.1, 0.15, 0.61, -1.2, 9%, 10%, 5%, -9%, -2%, -6%, -2.1%, 6%
# `O=C(CN1CCCc2ccccc21)N/N=C/c1ccccc1O` is listed with 0.98, -0.17, 0.63, 0.11, -4%, -2%, -5%, -2%, -12%, 4%, -4.8%, 13%

# Next records:
SMILES,Dynein transport,Dynein transport cytoplasmic EGFP,Dynein transport nuclear GR-EGFP,Dynein transport cell count,M1AAP inhibition,AID2073,human PMI inhibitors,LYP inhibition,P. falciparum M17LAP,Siah-1 displacement,XIAP displacement,PMI inhibitors
CCNC(=O)C(=O)NCC1OCCCN1S(=O)(=O)c1cccs1 (stereo unspecified),0.65,-0.12,0.52,-0.51,11%,-7%,4%,-5%,2%,11%,-5.2%,11%
Fc1ccc(Nc2nnc(C(F)(F)F)s2)cc1,-0.59,-0.2,-0.32,0.71,0%,-10%,/,-6%,10%,-5%,/,/
COc1cc(C=O)ccc1OCc1ccccc1Br,-0.32,-0.3,-0.49,0.22,9%,0%,13%,1%,13%,6%,-11%,6%
COc1ccc(OC)c(N=c2oc3cc(O)ccc3cc2C(N)=O)c1,-0.56,3.4,0.54,0.23,7%,6%,12%,-7%,21%,-7%,-4.1%,5%
O=C(CCN1C(=O)/C(=C/C=C/c2ccccc2)SC1=S)Nc1cccnc1,-2.7,0.21,-1.6,0.84,14%,17%,2%,9%,21%,2%,-16%,-2%
CN(C1=C(N2CCCCC2)C(=O)c2ccccc2C1=O)c1ccccc1,-0.67,-0.0048,-0.074,0.57,2%,-15%,-3%,-3%,-11%,2%,-2.8%,8%
COC(=O)Nc1ccc(S(=O)(=O)Nc2cccc3ccccc23)cc1,-0.88,-0.22,-0.49,0.34,5%,-2%,1%,-1%,-2%,9%,-7.0%,0%
O=C(O)c1cnc(-c2ccccc2)nc1Sc1ccc(Cl)cc1Cl,-0.57,-0.21,-0.56,0.53,2%,15%,5%,1%,-6%,-1%,-4.2%,10%
CCOC(=O)C1CC(C)=C(C)CC1C(=O)O (stereo unspecified),0.62,-0.27,0.14,-0.33,5%,16%,/,-5%,4%,8%,/,/
CC(C)(C)OC(=O)C1C(=O)CC(C)(O)C(C(=O)OC(C)(C)C)C1c1cccnc1 (stereo unspecified),-0.54,-0.26,-0.19,0.63,4%,0%,-6%,2%,11%,1%,-3.1%,-7%
O=C(NCc1ccc2c(c1)OCO2)C1CCN(S(=O)(=O)c2ccc(Br)s2)CC1,-0.59,0.096,0.013,-0.78,2.1µM*,-1%,6%,-3%,11%,-1%,-0.9%,12%
CC(CCc1ccccc1)C(=O)NO (stereo unspecified),0.11,-0.072,0.75,-0.29,31%,3%,-1%,1%,31%,-4%,-2.9%,-1%
COc1ccc(C(=O)N(c2ccc(C)cc2)C2C=CS(=O)(=O)C2)cc1OC (stereo unspecified),-0.065,-0.2,0.016,0.43,0%,-3%,-18%,-10%,8%,-6%,-1.1%,-16%
COc1ccccc1NC(=O)C1=C(C)NC(=O)NC1c1ccc(C)s1 (stereo unspecified),-0.43,-0.29,-0.11,1.3,-1%,21%,4%,1%,1%,7%,-4.6%,0%
CN(CC(=O)NCCc1ccc(F)cc1)Cc1cccc(Cl)c1,-0.43,-0.3,0.11,0.99,-1%,-6%,1%,-8%,1%,-6%,-12%,-4%
